From PubChem
TIM10 inh = inhibits growth of TIM10 yeast strain; S. cerevisiae TIM10 strain growth, BacTiter-Glo luminescence, 24 h; 1.4% of 330,000 active; AID 463195; inhibition, % at 10 µM;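 active means inhibition of 40% or more at the single tested concentration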;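 further: wild-type TIM10 isogenic control strain grown at permissive 25 °C; 0% = DMSO yeast wells and 100% = minimal medium wells without yeast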
Apaf-1 inh = blocks human Apaf-1 apoptosome activity | O14727 | reconstituted apoptosome caspase-3 activity, DEVD-Rh110 fluorescence | inhibition, % at 20 µM | 0.71% of 330,000 active; active means inhibition of at least 40% at 20 µM;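 further: plate controls were DMSO wells for no effect and DEVD-CHO caspase inhibitor wells for full effect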
Target sequence (O14727 whole entry, looked up): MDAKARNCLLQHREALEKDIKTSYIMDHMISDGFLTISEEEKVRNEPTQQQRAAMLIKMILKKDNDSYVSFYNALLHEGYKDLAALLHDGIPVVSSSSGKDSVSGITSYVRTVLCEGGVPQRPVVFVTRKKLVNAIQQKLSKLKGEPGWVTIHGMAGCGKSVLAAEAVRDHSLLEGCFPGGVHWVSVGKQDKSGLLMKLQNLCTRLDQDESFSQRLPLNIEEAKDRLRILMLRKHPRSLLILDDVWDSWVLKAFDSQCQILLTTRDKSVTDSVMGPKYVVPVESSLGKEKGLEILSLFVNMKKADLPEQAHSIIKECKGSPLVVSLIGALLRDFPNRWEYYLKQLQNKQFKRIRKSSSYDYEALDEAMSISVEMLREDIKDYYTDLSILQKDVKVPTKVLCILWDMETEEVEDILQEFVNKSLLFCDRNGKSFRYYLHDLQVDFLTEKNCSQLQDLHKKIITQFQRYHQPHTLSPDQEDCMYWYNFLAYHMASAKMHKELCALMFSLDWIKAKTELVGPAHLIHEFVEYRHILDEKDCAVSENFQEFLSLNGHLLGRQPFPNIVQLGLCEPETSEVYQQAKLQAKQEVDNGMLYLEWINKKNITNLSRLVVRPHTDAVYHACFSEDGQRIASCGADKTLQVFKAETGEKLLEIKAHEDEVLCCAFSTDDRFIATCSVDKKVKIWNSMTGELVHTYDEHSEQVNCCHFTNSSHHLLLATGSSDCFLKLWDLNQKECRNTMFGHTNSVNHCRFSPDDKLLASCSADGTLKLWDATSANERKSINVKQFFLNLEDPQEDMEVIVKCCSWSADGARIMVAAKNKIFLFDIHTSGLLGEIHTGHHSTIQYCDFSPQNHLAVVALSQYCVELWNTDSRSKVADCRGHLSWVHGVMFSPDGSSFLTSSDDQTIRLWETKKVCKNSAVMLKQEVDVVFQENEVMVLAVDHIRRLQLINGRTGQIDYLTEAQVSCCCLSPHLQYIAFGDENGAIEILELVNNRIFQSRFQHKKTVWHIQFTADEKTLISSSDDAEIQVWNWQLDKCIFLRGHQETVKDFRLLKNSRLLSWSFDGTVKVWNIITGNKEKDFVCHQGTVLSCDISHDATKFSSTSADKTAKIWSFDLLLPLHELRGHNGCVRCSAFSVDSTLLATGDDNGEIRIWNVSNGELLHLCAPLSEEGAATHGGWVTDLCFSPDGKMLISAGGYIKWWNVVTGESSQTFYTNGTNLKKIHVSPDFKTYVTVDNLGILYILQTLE
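Material: reconstituted apoptosome with Apaf-1, cytochrome c, caspase-9, procaspase-3, dATP / Buffer or medium: pH 7.5 Hepes buffer with CHAPS, BSA, DTT / Also added: cytochrome c with DEVD-Rh110 / Schedule: compound with Apaf-1, dATP, procaspase-3 30 min, then 50 min reaction, room temperature / Technique: rhodamine 110 fluorescence at Ex 480/Em 540 nm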
mIAP activ = mouse IAP activation; AID 2805; activation factor at 10 µM; muIAP, CDP-Star luminescence, 30 min; active compounds read high; 1 = vehicle-only enzyme signal, 0 = enzyme-free wells; 0.24% of 330,000 active;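 active means activation factor of at least 2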; further: the source names both 10 and 20 µM as test concentration; values of inactives mirror those of a sister screen read the other way
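Assay system: mouse IAP enzyme; reagent: chemiluminescent substrate CDP-Star; dosing: test compounds delivered from DMSO solution; schedule: 30 min at room temperature; measured by: luminescence from enzymatic CDP-Star hydrolysis; controls: DMSO-only wells and no-enzyme negative control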
NALP3 yeast inh = inhibitors of NALP3 inflammasome in yeast; 0.39% of 330,000 active; Yeast reconstituted NLRP3/ASC/caspase-1, beta-gal luminescence, 24 h; AID 2825; inhibition, % at 10 µM;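 active means inhibition of 50% or more; inactive means inhibition below 50%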;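 further: plate controls were induced DMSO wells for no effect and uninduced yeast grown without galactose for full effect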
ATG4B inhibitor = blocks human ATG4B protease cleavage of LC3 substrate; ATG4B cleavage of LC3-PLA2, NBD-HPC fluorescence, 1 h; inhibition, % at 8.33 µM; 0.51% of 340,000 active; in the data active means inhibition above about 40%
hIAP act = human IAP activation. P09923. purified human IAP, CDP-Star luminescence, 30 min; active compounds read high; 1 = vehicle-only enzyme, 0 = enzyme-free background. activation factor at 10 µM. 0.16% of 330,000 active. AID 2524;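 active means activation factor of the enzyme at least 2-fold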; further: the source names both 10 and 20 µM as test concentration; values of inactives mirror those of a sister screen read the other way
mIAP block = blocks mouse intestinal alkaline phosphatase; purified mouse IAP, CDP-Star luminescence, 30 min; inhibition, % at 10 µM; 0.2% of 330,000 active;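 active means inhibition of at least 40% at 10 µM in the primary screen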;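 further: plate controls were DMSO with enzyme for no effect and no enzyme wells for full effect; values of inactives mirror those of a sister screen read the other way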
hIAP inh = blocks human intestinal alkaline phosphatase; purified IAP, CDP-Star luminescence, 30 min; inhibition, % at 10 µM; 0.12% of 330,000 active; AID 2544;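 active means inhibition reaching a set limit with compound at 10 µM in the primary screen, cut at about 35% in these data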;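 further: plate controls were DMSO wells with enzyme for no effect and no-enzyme buffer wells for full effect; values of inactives mirror those of a sister screen read the other way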
tim10-1 inh = growth inhibitors of tim10-1 mutant yeast; S. cerevisiae tim10-1 ts strain growth, BacTiter-Glo, 24 h; inhibition, % at 20 µM; 2.2% of 330,000 active;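 active means inhibition of at least 40%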;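 further: mutant grown at 25 °C; 0% = DMSO wells with yeast and 100% = wells holding no yeast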
* hit, by the source's call; . = not tested or not shown.

structure	NALP3 yeast inh	mIAP block	Apaf-1 inh	TIM10 inh	tim10-1 inh	mIAP activ	hIAP act	hIAP inh	ATG4B inhibitor
CCn1c(CCc2ccccc2)n[nH]c1=S	13	-3	-5	9	11	1	0.97	3	-2
Cc1ccc(C2C(C#N)=C(N)Oc3n[nH]c(-c4cccs4)c32)s1 (centres undefined)	14	33	15	37	46*	0.67	1	-5	-11
COC(=O)c1ccc(/C=N/N2CCN(Cc3ccccc3)CC2)cc1	5	9	6	3	9	0.91	0.87	13	-4
Cc1cccc(Oc2coc3cc(OC(=O)c4cccs4)ccc3c2=O)c1	8	2	4	28	29	0.98	0.88	12	11
Cc1nn(C)c(C)c1/C=C/C(=O)O	13	-17	1	2	-2	1.2	1	-2	-4
Cn1c(CNc2ccc(Cl)cc2)nc2ccccc21	0	-16	12	-7	14	1.2	0.99	1	-2
O=C(CCCn1cc([N+](=O)[O-])cn1)NCc1ccccc1	9	6	-5	-15	6	0.94	0.99	1	1
COc1ccc(N2CC(C(=O)OCC(=O)NCc3ccccc3)CC2=O)cc1 (centres undefined)	-4	-9	-23	21	11	1.1	1.1	-5	8
COc1ccc(Br)cc1/C=N/N1CCN(Cc2ccccc2)CC1	19	0	4	-5	6	1	1	-4	0
CCOC(=O)C1CCN(C(=S)NC2CC3C=CC2C3)CC1 (centres undefined)	7	3	-6	-20	-10	0.97	0.93	7	2
CCCCN1Cc2cc(C(=O)c3cc(F)ccc3O)cnc2NC1=O	24	5	-5	20	21	0.95	0.95	5	-2
COc1cc(/C=N/NC(=O)c2ccc3c(c2)OCCO3)c(Br)c(Br)c1O	4	1	2	3	2	0.99	0.94	6	-1
COc1ccc([N+](=O)[O-])cc1NS(=O)(=O)c1cc(C(=O)N2CCN(C)CC2)ccc1OC	17	-3	-3	-8	-9	1	0.98	2	-7
O=C(NC1(C(F)(F)F)NC(=O)N(c2ccccc2F)C1=O)c1ccncc1 (centres undefined)	17	-6	14	1	1	1.1	0.99	1	11
CCOC(=O)Cc1nn(Cc2nc(-c3ccc(C#N)cc3)cs2)c(=O)c2ccccc12	27	-4	15	-7	17	1	1.1	-9	1
COc1ccc(Cc2nc3ccc(S(N)(=O)=O)cc3[nH]2)cc1OC	-13	2	-4	4	0	0.98	0.97	3	-8
COc1cc(-c2nc(CN(C)Cc3nnc(C)o3)c(C)o2)ccc1F	5	1	-13	12	5	0.99	0.89	11	-5
N#CCCn1cc(C(N)=O)c(-c2ccc3ccccc3c2)n1	4	-3	-11	13	-5	1	1.1	-9	7
OC(COc1ccc(-c2ccccc2)cc1)CN1CCOCC1 (centres undefined)	22	1	-8	6	7	0.99	1	-1	.
NS(=O)(=O)c1cc(C(=O)N=Nc2c(O)[nH]c3ccccc23)ccc1Cl	1	46*	-21	13	9	0.54	0.86	14	0
O=S(=O)(NCc1c(Cl)cccc1Oc1ccccc1)c1ccccc1	14	-4	11	35	22	1	0.84	16	38
O=C(CSCc1ccc(F)cc1)N1CCN(c2ccc(F)cc2)CC1	11	13	8	10	34	0.87	1.1	-11	1
CC(=O)c1cccc(NC(=O)c2ccc(N(C)S(=O)(=O)c3ccc(C)cc3)cc2)c1	12	2	10	-2	12	0.98	0.99	1	-10
COc1ccc(/C=N/NC(=O)c2cccc(Br)c2)cc1COc1ccccn1	12	-6	5	-11	8	1.1	1.1	-10	-2
Cc1ccc(C)c(S(=O)(=O)NCCN2CCOCC2)c1	3	-1	-3	-10	-5	1	0.92	8	-2

Quoted at random: 2 records from the list
structure	NALP3 yeast inh	mIAP block	Apaf-1 inh	TIM10 inh	tim10-1 inh	mIAP activ	hIAP act	hIAP inh	ATG4B inhibitor
COc1cc(-c2nc(CN(C)Cc3nnc(C)o3)c(C)o2)ccc1F	5	1	-13	12	5	0.99	0.89	11	-5
COc1cc(/C=N/NC(=O)c2ccc3c(c2)OCCO3)c(Br)c(Br)c1O	4	1	2	3	2	0.99	0.94	6	-1

(listing goes on)
structure	NALP3 yeast inh	mIAP block	Apaf-1 inh	TIM10 inh	tim10-1 inh	mIAP activ	hIAP act	hIAP inh	ATG4B inhibitor
CCCCCN1CN(S(=O)(=O)c2cccs2)c2nc3ccccc3nc21	-13	2	-4	6	9	0.98	0.7	30	-6
COc1ccc(CN2CCNC(=O)C2CC(=O)N(C)Cc2nccn2C)cc1OC (centres undefined)	15	-12	-1	7	6	1.1	1.2	-20	11
COc1cc(C(=O)OCc2cc(=O)c(O)co2)ccc1OC(F)F	11	-3	7	6	0	1	0.95	5	4
Cc1ccc(NC(=O)NC2CC(=O)N(c3ccc4c(c3)OCCO4)C2)cc1 (centres undefined)	18	-19	-5	4	-14	1.2	1	-2	-20
COc1ccc(Cc2nnc(NC(=O)c3ccccc3F)s2)cc1OC	23	7	-12	-8	6	0.93	1.2	-16	0
O=C(Cc1cccc2ccccc12)Nc1ccc(O)cc1C(=O)O	-1	2	-7	3	-6	0.97	1.2	-22	-1
CCN(c1nc(N)c(C(=O)N=C(N)N)nc1Cl)C(C)C	-9	-8	16	2	-2	1.1	1	-4	3
CNC(=O)c1c(C)nn(-c2ccc(F)c(Cl)c2)c1-c1cc(C)on1	0	-20	-6	-2	3	1.2	1	-1	-6
Cc1cc(NS(=O)(=O)c2ccc(NC(=O)COc3cc(C)c(Cl)c(C)c3)cc2)no1	-9	-7	10	7	4	1.1	0.9	10	21
Cc1csc(=O)n1CCC(=O)OCC(=O)Nc1ccc(Cl)cn1	-2	8	-1	2	4	0.93	0.88	12	4
N#Cc1ccc(C(=O)Nc2nnc(-c3ccco3)o2)cc1	-9	8	-16	8	13	0.92	1	-3	7
O=C(CSc1ccc2nnc(CCNS(=O)(=O)c3ccccc3)n2n1)Nc1nc2ccccc2s1	10	9	3	-2	15	0.91	1	-4	-6
CC1(C)c2[nH]c3ccccc3c2C[C@@H]2C(=O)N(c3ccc(F)cc3F)C(=O)N21	15	-15	10	27	12	1.1	1.1	-8	-1
CCCNC(=O)c1ccc(COc2ccc(CCC)cc2OC)o1	7	0	8	-9	25	1	1.1	-9	2
COc1ccc(Cl)cc1NC(=O)CSc1nnc(CNC(=O)c2cccs2)o1	9	9	-12	-7	23	0.91	1.4	-38	-11
O=C1/C(=C/c2cccs2)NC(=S)N1C1CC1	-32	12	5	12	3	0.88	0.82	18	3
C/C=C/C(=O)Nc1cccc(C2=NOC3(C2)C[C@@H](C(N)=O)N(C(=O)C(c2ccccc2)c2ccccc2)C3)c1 (some centres undefined)	6	-9	10	1	7	1.1	1	0	-5
O=C(O)Cc1csc(NC(=O)c2ccco2)n1	16	-12	12	-11	7	1.1	0.98	2	-3
N#Cc1ccc(COC(=O)c2cnc3ccccc3n2)cc1	10	0	11	-10	-1	1	0.95	5	-13
O=Cc1cccc(OC(=O)Nc2ccccc2)c1	12	-6	3	-5	-10	1.1	0.96	4	-4
COc1ccc(NC(=O)CCCNC(=O)c2ccc(Cl)cc2)cc1OC	1	3	2	0	1	0.97	0.98	2	-5
Cc1onc(-c2c(F)cccc2Cl)c1C(=O)NC1CC1	4	-7	-7	-4	-13	1.1	0.96	4	6
CC(C)C[C@@H](COc1ccccc1)N1CCN(Cc2ccccc2)CCC1=O	10	-4	19	-9	33	1	0.88	12	-8
COc1ccc(C(=O)/C=C(\C)Nc2ccc3c(c2)OCO3)cc1	19	11	11	16	20	0.89	0.97	3	9
CCn1cc([N+](=O)[O-])c(C(=O)Nc2nc3ccc(OC)cc3s2)n1	17	12	-8	28	23	0.88	1	-1	-3
NC(=O)c1cc(NC(=O)COC(=O)CCCN2C(=O)c3cccc4cccc(c34)C2=O)cc(C(N)=O)c1	0	9	-1	-5	-2	0.91	0.85	15	-8
CN(C)c1ccc(-c2n[nH]c(=S)n2-c2ccccc2)cc1	1	-5	-7	2	30	1	1.1	-8	-10
CCCCCCCCCCCC(=O)NC(C(=O)O)C(O)c1ccccc1 (centres undefined)	0	1	5	16	23	0.99	0.97	3	14
CCN(Cc1ccccc1)C(=O)CSc1n[nH]c(N)n1	29	3	9	-18	10	0.97	0.88	12	6
CC(C)c1nnc(SCC(=O)N2CCc3ccccc32)n1N	-11	13	-13	-1	-9	0.87	1.1	-13	-25
O=C(CNCc1ccccc1Cl)Nc1ccc(C(=O)N2CCCCC2)cc1	9	6	7	13	8	0.94	1	-4	3
NC(=S)Nn1c(-c2ccccc2)nc2ccccc2c1=O	0	8	2	1	-6	0.92	1	-1	-7
CC(NC(=O)c1ccc(S(=O)(=O)C(F)F)cc1)c1ccccc1 (centres undefined)	0	2	-14	0	10	0.98	1.1	-6	2
CN(NC1OC(=O)c2ccccc21)c1ccc(C(F)(F)F)cc1[N+](=O)[O-] (centres undefined)	25	8	-9	9	8	0.93	1.1	-10	6
O=C(Nc1ccccc1SCC1CSc2nc3ccccc3c(=O)n21)c1ccccc1Cl (centres undefined)	14	-8	1	3	-11	1.1	1.1	-5	-2
S=C(NCc1ccco1)Nc1cc(-c2ccccc2)[nH]n1	17	3	5	40*	33	0.97	0.84	16	-1
COCC(=O)n1nc(-c2ccccc2)nc1NCc1ccc(F)cc1	12	1	-1	-10	12	0.99	1.1	-11	15
O=S(=O)(c1cccc(C(F)(F)F)c1)N1CCN(C(=S)NC2CC2)CC1	17	-8	18	-20	18	1.1	1.1	-12	-10
Cc1ccc(-n2[nH]c(C)c(C=NCc3ccncc3)c2=O)cc1	-15	0	-15	-5	15	1	1.1	-8	27
Cc1ccccc1-c1cc(C(=O)N2CCCC2)c2ccccc2n1	19	5	4	2	25	0.95	0.97	3	-4
Cc1cc(=O)oc2cc(N3C(=O)CC(Cc4ccccc4)C3=O)ccc12 (centres undefined)	-6	-1	0	6	8	1	1.1	-7	-34
O=C(c1cn(-c2ccccc2)nc1-c1ccccc1)n1nnc2ccccc21	15	-3	-2	22	35	1	1	-3	-10
Cc1cc(C)n(C(=O)CNC(=O)c2ccco2)n1	-3	0	-23	-14	9	0.99	1	0	-7
O=C(Nc1ccc(S(=O)(=O)N2CCCC2)cc1)c1cccnc1	20	3	-7	7	12	0.97	1.3	-27	-2
COC(=O)c1ccccc1N=Nc1c(C)noc1C	23	-4	2	-3	25	1	0.84	16	8
Cc1onc(-c2ccccc2Cl)c1C(=O)Nc1ccc(-c2cn3cccnc3n2)cc1	-7	-13	7	9	12	1.1	1.2	-25	6
C/C(=N\NC(=S)Nc1c(C)cccc1C)c1ccc(O)cc1	2	10	-14	-10	12	0.9	1.1	-8	-10
Cc1cccc(Nc2cc(=O)[nH]c(=O)[nH]2)c1	-10	1	-2	-13	11	0.99	0.99	1	-4
Cc1ccc2cc(CNC(C)C)c(=O)[nH]c2c1	11	4	-15	-4	11	0.95	0.94	6	-13
COc1ccc(C2(CNC(=O)c3cccc([N+](=O)[O-])c3)CCOCC2)cc1OC	12	8	-10	-1	0	0.92	1	-1	-3
O=C(C1CC1)N1CCc2cc(S(=O)(=O)N3CCN(c4ccccc4)CC3)ccc21	4	2	1	13	6	0.98	1.1	-7	8
